Assay outcomes deposited in PubChem BioAssay by National Center for Advancing Translational Sciences (NCATS).
p53 reactivator: restores transcriptional activity of mutant p53; Potency, µM (titrated, usually from 92.2 µM), for inactives: top-dose activity change, positive = activation, usual class: activators; 320,000 compounds, 0.063% hits; AID 504706; H1299 p53-A138V BP100-luciferase reporter, luminescence, 24 h; also: % of control where 0% means no effect; nearly all actives have a fitted effect of over 45% in size
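p53-null H1299 cells stably carrying temperature-sensitive p53-A138V and a BP100-luciferase reporter were pinned with compounds (4-point, 1:5 series) and held 24 hrs at 37 deg C. Luminescence was read 10 min after detection reagent.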
Gal4-VP16 FLuc: Gal4-VP16 reporter inhibition counter-screen; 310,000 compounds, 3.5% hits; AID 2546; Drosophila S2 Gal4-VP16 UAS-luciferase, luminescence, 20 h; Potency, µM (top dose mostly 53.6 µM), for inactives: at the top dose activity, negative = inhibition, actives largely listed as inhibitors;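 also: Gal4-VP16 expression switched on by copper sulfate through the metallothionein promoter; % is scaled to controls: 0 for no effect and ±100 for the full control effect; nearly all actives have a fitted effect of over 50% in size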
RORg inh: blocks mouse ROR gamma transcriptional activity. P51450. Drosophila S2 Gal4-RORgamma UAS-luciferase reporter, 20 h. Potency, µM (highest dose often 53.6 µM), for the others: top-dose activity change, negative = inhibition, actives largely listed as inhibitors. 310,000 compounds, 5.4% hits. AID 2551; also: % is scaled to controls: 0 for no effect and ±100 for the full control effect; nearly all actives have a fitted effect of over 60% in size
Target sequence (P51450 whole entry, looked up, the tested form may be a part): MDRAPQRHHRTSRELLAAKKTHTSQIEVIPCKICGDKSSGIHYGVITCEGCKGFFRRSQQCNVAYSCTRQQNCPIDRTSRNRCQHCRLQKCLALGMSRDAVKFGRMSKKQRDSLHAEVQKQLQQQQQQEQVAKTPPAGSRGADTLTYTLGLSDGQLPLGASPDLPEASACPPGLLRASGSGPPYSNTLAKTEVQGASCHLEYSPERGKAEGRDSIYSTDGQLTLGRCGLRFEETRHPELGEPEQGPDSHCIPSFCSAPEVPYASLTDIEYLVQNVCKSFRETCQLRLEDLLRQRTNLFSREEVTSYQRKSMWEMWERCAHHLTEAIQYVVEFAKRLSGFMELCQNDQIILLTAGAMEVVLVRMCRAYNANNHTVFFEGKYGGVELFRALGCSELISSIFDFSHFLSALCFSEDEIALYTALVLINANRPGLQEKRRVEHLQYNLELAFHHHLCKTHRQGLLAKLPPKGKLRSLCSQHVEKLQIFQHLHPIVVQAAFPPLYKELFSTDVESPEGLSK
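Luminescence from a UAS-regulated Photinus luciferase reporter in stably transfected Drosophila Schneider cells is measured; decreased signal marks ROR gamma inhibition. Fusion expression is induced by 700 uM copper sulfate for 20 hr.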
uPA generation: inhibitors of cell surface uPA generation. cell surface uPA generation assay, qHTS. Potency, µM (series often up to 38.3 µM), for the others: at the top dose activity change, negative = inhibition, usual class: inhibitors. 330,000 compounds, 0.31% hits; active = well fitted inhibition curve with a large enough effect; inconclusive = small, poorly fitted or top-dose-only effect; inactive = no such curve, though single readings can be large or run the other way; tested in mouse RAW 264.7 cells; also: % is scaled to controls: 0 for no effect and ±100 for the full control effect; nearly all actives have a fitted effect of over 55% in size
MBNL1 CUG block: blocks human MBNL1 binding to CUG repeat RNA; Q9NR56; TR-FRET MBNL1-His/biotin-(CUG)12 binding, 665/545 ratio; Potency, µM (titrated, usually from 57.5 µM), for the others: at the highest dose activity change, negative = inhibition, actives largely listed as inhibitors; 280,000 compounds, 0.036% hits; active = well fitted inhibition curve with a large enough effect in the signal ratio, with a control signal flat, not every such curve was filed as active; inconclusive = small, poorly fitted or top-dose-only effect, or effect the other way, or a change in a side signal; inactive = no such curve, though single readings can be large or run the other way; the % refers to the signal ratio; also: % is scaled to controls: 0 for no effect and ±100 for the full control effect
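MBNL1-His + Biotin-(CUG)12, cpd titration 92 nM–58 uM; Tb anti-His Ab 0.055 ng/ul, SA-XL665 5 nM (final); 60 min RT; ratiometric 665/545 nm, Ex 340 nm; normalized to buffer and full-complex controls.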
BRCA1 expr up: BRCA1 expression activation; Potency, µM (series often up to 46.1 µM), for inactives: at the highest dose activation, usual class: activators; 380,000 compounds, 1.1% hits; MCF7-BRCA1-FFLuc reporter, luminescence, 48 h; response scale: scaled: vehicle 0%, 10 µM genistein 100%; AID 624202; also: nearly all actives have a fitted effect of over 80% in size; some results filed as inactive show a strong effect at the top dose
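Using MCF7 cells harboring a BRCA1 firefly luciferase reporter, plated 2 h before compound pinning, the screen measured luminescence after 48 h incubation. Responses were normalized to DMSO and 10 microM genistein, then fitted for concentration-effect.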
MLL CXXC-DNA inh: inhibitors of human MLL CXXC domain-DNA interaction | Q03164 | MLL-CXXC / FITC-HOXA9 DNA fluorescence polarization | Potency, µM (doses to about 115 µM), for inactives: at the top dose activity change, negative = inhibition, actives largely listed as inhibitors | 290,000 compounds, 0.037% hits | AID 2662; active = well fitted inhibition curve with a large enough effect in the polarisation, with a control signal flat, not every such curve was filed as active; inconclusive = small, poorly fitted or top-dose-only effect, or effect the other way, or a change in a side signal; inactive = no such curve, though single readings can be large or run the other way; the % refers to the polarisation
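Steps: dispense CXXC domain solution (7 uM) → pin compounds or unlabeled HOX-A9 DNA control → 5 min ambient → add FLSN-HOX-A9 solution (50 nM) → spin → 30 min ambient → fluorescence polarization. Tris pH 7.5/NaCl/DTT/BSA buffer.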
FLuc modulator: inhibits or activates purified firefly luciferase, miR-21 counter-screen | P08659 | purified FLuc, Km substrates, luminescence inhibition | Potency, µM (highest dose often 57.5 µM), for inactives: at the highest dose activity change, negative = inhibition, actives largely listed as inhibitors | 360,000 compounds, 6.9% hits | AID 588342;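 also: plate controls were vehicle for no effect and reference inhibitor for full effect; nearly all actives have a fitted effect of over 55% in size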
Target sequence (P08659 whole entry, looked up): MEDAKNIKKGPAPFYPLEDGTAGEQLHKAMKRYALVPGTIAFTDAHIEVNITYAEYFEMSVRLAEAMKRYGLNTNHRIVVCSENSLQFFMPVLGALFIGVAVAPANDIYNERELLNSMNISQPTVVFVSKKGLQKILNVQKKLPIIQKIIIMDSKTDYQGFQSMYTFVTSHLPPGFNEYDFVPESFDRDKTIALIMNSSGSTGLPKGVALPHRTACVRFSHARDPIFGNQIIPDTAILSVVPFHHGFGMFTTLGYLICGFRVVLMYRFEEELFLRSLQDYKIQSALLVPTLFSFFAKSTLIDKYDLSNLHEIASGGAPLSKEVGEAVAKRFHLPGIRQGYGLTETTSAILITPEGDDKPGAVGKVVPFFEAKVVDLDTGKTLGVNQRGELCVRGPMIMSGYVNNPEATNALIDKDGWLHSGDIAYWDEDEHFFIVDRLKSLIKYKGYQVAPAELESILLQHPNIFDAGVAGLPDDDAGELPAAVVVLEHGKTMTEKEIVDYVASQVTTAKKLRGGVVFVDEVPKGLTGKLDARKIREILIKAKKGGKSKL
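Biochemical qHTS of compounds, final roughly 60 µM downward over six points, against 10 nM purified firefly luciferase using Km concentrations of substrates (10 uM D-luciferin, 10 uM ATP) in Tris acetate pH 7.5 buffer; luminescence output.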
ELG1 genotoxic: induces genotoxicity in HEK293T cells with luciferase-tagged ELG1 | HEK293T ELG1-luciferase reporter, luminescence, 16 h | 330,000 compounds, 1.3% hits | Potency, µM (series often up to 46 µM), inactives show top-dose activity change, positive = activation, actives largely listed as activators | AID 504466; also: % of control where 0% means no effect; nearly all actives have a fitted effect of over 60% in size
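Quantitative HTS format in 1536-well plates. HEK293T ELG1-luciferase reporter cells receive test compound and are incubated 16 hr at 37 °C, 5% CO2; ONE-Glo added, 30 min room temperature, then luminescence read.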
Rab9 promoter act: Rab9 promoter activation. Huh7 Rab9 promoter-luciferase reporter, luminescence, 24 h. Potency, µM (series often up to 9.22 µM), inactives show at the highest dose activation, negative = inhibition, usual class: activators. 320,000 compounds, 2.8% hits; also: % of control where 0% means no effect; nearly all actives have a fitted effect of over 60% in size
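Huh7 cells stably carrying a Rab9 promoter-luciferase reporter, 1500 cells per well in OP-MEM I with 10% FBS, treated with compound 24 hours at 37C. Luciferase activity read by luminescence after 10 minutes with Amplite reagent.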
NPC1 prom act: NPC1 promoter activation; Huh7 NPC1 promoter luciferase reporter, 24 h; Potency, µM (titrated, usually from 9.22 µM), inactives show top-dose activation, hits mostly activators; 320,000 compounds, 2.4% hits;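 also: % of control where 0% means no effect; nearly all actives have a fitted effect of over 60% in size; reporter is driven by a mutant NPC1 promoter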
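Luminescence from an NPC1 promoter-driven luciferase reporter in stably transfected Huh7 cells was measured after 24 h compound treatment at 37 °C, followed by 10 min ambient incubation with luciferase detection reagent.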
* marks the source's active call; other numbers are inactive results; ? = inconclusive; / = not tested or not shown; [ ] = another dose, or the depositor's remark. Unless noted, calls follow the shape of the dose curve; as a rule, active = well fitted curve in the direction sought with a large enough effect; inconclusive = small, poorly fitted or top-dose-only effect, or another doubt; inactive = no such curve, though single readings can be large; an effect the other way counts as inactive or inconclusive. Potency is read from the fitted curve at half-maximal effect. These rows are one share of the data; the hit share may differ from the screen's.

SMILES	p53 reactivator	Gal4-VP16 FLuc	RORg inh	uPA generation	MBNL1 CUG block	BRCA1 expr up	MLL CXXC-DNA inh	FLuc modulator	ELG1 genotoxic	Rab9 promoter act	NPC1 prom act
CC1CCc2cc(F)ccc2N1C(=O)c1cc2nc(-c3ccco3)cc(C(F)(F)F)n2n1 (configuration not stated)	-9%	-27%	-9%	7%	-3%	-51%	-3%	3%	-31%[inhibitor]	-4%	-1%
C=C(C)COc1ccc(-c2[nH]ncc2Oc2ccccc2OCC)c(O)c1	-16%	-9%	-7%	2%	13%	-98%[inhibitor]	-12%	-8%	0%	2%	3%
CC(Sc1nnnn1-c1ccccc1)C(=O)NC1CCCC1 (configuration not stated)	1%	/	/	4%	/	-7%	/	0%	-4%	-1%	2%
O=C(c1ccco1)N1CCN(c2ccc([N+](=O)[O-])cc2Cl)CC1	-1%	4%	-13%	-7%	?	21%	3%	-18%	-2%	10%	-6%
COc1ccc(C2NC(c3ccc(OC)cc3OC)C(C)C(=O)C2C)c(OC)c1 (configuration not stated)	2%	0%	13%	2%	3%	11%	1%	-4%	0%	-10%	-6%
COc1ccc(CNCCCSc2ncccn2)c(OC)c1	/	10%	-29%	5%	0%	10%	6%	-1%	-1%	-1%	1%
COc1cnc(NS(=O)(=O)c2ccc(N)cc2)nc1	2%	-5%	-25%	-1%	-17%	18%	3%	5%	-1%	-1%	-5%
Cc1ccc(C)c(NC(=O)CN(C)C(=O)c2ccc(S(=O)(=O)N3CCCCCC3)cc2)c1	1%	/	/	-13%	/	-2%	/	3%	2%	3%	-1%
O=C(NCC1CCCO1)c1ccc(-c2ccccc2Cl)o1 (configuration not stated)	14%	/	/	-4%	/	?	/	17µM*	?	2.8µM*	3.5µM*
CCN(CC)C(=O)c1ccccc1NC(=O)CN1C(=O)c2ccccc2S1(=O)=O	3%	1%	-1%	2%	-6%	-9%	-3%	0%	2%	0%	-1%
CS(=O)(=O)N1CCC(NC(=O)Nc2ccc(OC(F)(F)F)cc2)CC1	7%	/	/	4%	/	12%	/	0%	1%	4%	-1%
CCN(CC)S(=O)(=O)c1ccc(C(C)NC(=O)C2CCCN2C(=O)c2cccs2)cc1 (configuration not stated)	/	/	/	0%	/	0%	/	-2%	/	-4%	-3%
COc1cccc(CNc2ncc(-c3ccccc3)n2C)c1	/	-10%	-21%	-8%	-11%	16%	9%	-2%	-2%	2%	-3%
COc1ccccc1NC(=O)CSc1nnnn1-c1ccccc1OC	/	9%	?	-12%	13%	-10%	-7%	?	-5%	0%	-3%
CC(Sc1ccc(S(=O)(=O)N(C)C)cn1)C(=O)NC1CCCC1 (configuration not stated)	-5%	/	/	7%	/	2%	/	-2%	0%	2%	-1%
O=C(Cn1c(=O)oc2ccccc21)Nc1cccc(Cl)c1	/	18%	6%	1%	-4%	6%	-12%	0%	-2%	-8%	-1%
CCNC(=S)NNC(=O)c1nn(C)c(C)c1Cl	13%	-10%	?	10%	0%	10%	-2%	-12%	15%	15%	0%
Cc1ccccc1NC(=O)/C(C#N)=C\c1cccnc1	5%	26%	10%	/	7%	-16%	2%	2%	-3%	-4%	-2%
Cc1ccc(N2CC(C(=O)N3CCC4(CC3)CC(=O)c3ccccc3O4)CC2=O)cc1C (configuration not stated)	1%	/	/	6%	/	-34%	/	0%	-6%	1%	-3%
Cc1onc(-c2c(Cl)cccc2Cl)c1C(=O)Nc1ccc(N2CCOCC2)cc1	-5%	2%	21%	6%	-12%	-8%	7%	1%	-1%	-3%	1%
COc1ccc(C(=O)N2CCN(S(=O)(=O)c3ccccc3)CC2)c(OC)c1	-1%	-1%	18%	11%	-5%	4%	0%	0%	0%	8%	-1%
O=C1C(C2=NC(c3ccccn3)C3C(=O)N(c4ccc(Cl)cc4Cl)C(=O)C23)=C(O)c2ccccc21 (configuration not stated)	-1%	?	?	1%	8%	14%	-6%	6%	0%	-23%	-8%
Cc1cc([N+](=O)[O-])nn1Cc1ccccc1F	1%	-1%	-2%	-4%	15%	0%	-10%	4%	0%	5%	1%
Fc1ccccc1NC(=S)NCCc1cccc(Cl)c1	?	10µM*	7.1µM*	-8%	-1%	7.9µM*	-3%	24µM*	16%	?	?
Cc1ccc(C(=O)OCC(=O)Nc2ccc3c(c2)OCCO3)cc1C	4%	/	/	6%	/	-6%	/	11%	-1%	-3%	-2%
COc1ccc2oc(=Nc3ccc(C(=O)O)cc3)c(C(=O)NCc3ccco3)cc2c1	4%	5%	12%	-13%	8%	-1%	11%	-18%	-8%	5%	-1%
CCCOc1ccc2c(=O)c(-c3cc(C(=O)OC)oc3C)c(C)oc2c1	-4%	-12%	27%	-1%	-11%	1%	-9%	0%	-9%	-4%	-2%
O=C(Nc1ccc(N2CCOCC2)cc1)c1cccc(S(=O)(=O)N2CCCCC2)c1	-4%	?	-36%	7%	?	-41%	1%	-16%	1%	-1%	-7%
COc1ccc(C(=O)NCC(=O)Nc2ccc(F)cc2)cc1OC	1%	0%	-6%	/	-6%	6%	1%	-1%	2%	1%	1%
CCOc1cc(/C=N/O)cc(Br)c1OC	-4%	-4%	14%	-7%	1%	13%	0%	0%	-6%	6%	-3%
COc1ccc(-n2ncc3c(=O)n(CC(=O)N(C(C)C)C(C)C)cnc32)cc1	9%	5%	-26%	1%	?	-7%	29%	-1%	0%	-1%	-7%
CC(=O)Nc1ccc(/C=N/NC(=O)c2cc3cc(C)ccc3nc2C)cc1	12%	-7%	-8%	?	2%	72%	10%	6µM*	?	17%	11%
CCCCC(NC(=O)c1ccc(Cl)cc1)C(=O)O (configuration not stated)	4%	3%	1%	-9%	-2%	11%	-5%	?	-1%	-6%	-3%
CCO[C@@H]1OC(C(=O)Nc2ccccc2)=C[C@H](C2CC2)[C@H]1CCCO	-5%	7%	-13%	6%	-12%	-8%	?	0%	7%	-4%	2%
NCCCC[C@@H](C(=O)N1CCNCC1)n1cc(CCC(=O)O)nn1	4%	-2%	-2%	12%	-17%	-11%	-22%	0%	1%	0%	0%
CCN(C(=O)COC(=O)c1ccc(=O)n(Cc2ccccc2)n1)C1CCCCC1	0%	/	/	4%	/	-10%	/	7%	0%	-1%	1%
O=C(c1ccccn1)N1CCCC(N2CCN(c3ccccc3)CC2)C1 (configuration not stated)	?	-1%	6%	-1%	7%	1%	27%	-1%	1%	0%	2%
O=C1C2C3C=CC(CC3)C2C(=O)N1/N=C/c1ccco1 (configuration not stated)	2%	19%	-11%	-1%	19%	10%	-1%	?	5%	7%	0%
O=C(Nc1ccc(S(=O)(=O)N2CCCCC2)cc1)C1CCCO1 (configuration not stated)	-6%	0%	-15%	4%	-4%	3%	-1%	2%	-1%	3%	-5%
CCNC(=O)C(=O)Nc1cc2c3c(c1)CCN3C(=O)CC2	2%	-6%	-33%	-17%	-7%	-2%	-2%	2%	?	-1%	-3%

Grouped by structure: the entries above containing an aryl thioether with sulfur outside any ring
SMILES	p53 reactivator	Gal4-VP16 FLuc	RORg inh	uPA generation	MBNL1 CUG block	BRCA1 expr up	MLL CXXC-DNA inh	FLuc modulator	ELG1 genotoxic	Rab9 promoter act	NPC1 prom act
CC(Sc1nnnn1-c1ccccc1)C(=O)NC1CCCC1 (configuration not stated)	1%	/	/	4%	/	-7%	/	0%	-4%	-1%	2%
COc1ccc(CNCCCSc2ncccn2)c(OC)c1	/	10%	-29%	5%	0%	10%	6%	-1%	-1%	-1%	1%
COc1ccccc1NC(=O)CSc1nnnn1-c1ccccc1OC	/	9%	?	-12%	13%	-10%	-7%	?	-5%	0%	-3%
CC(Sc1ccc(S(=O)(=O)N(C)C)cn1)C(=O)NC1CCCC1 (configuration not stated)	-5%	/	/	7%	/	2%	/	-2%	0%	2%	-1%

Part of the list above, as comma-separated lines:
mol,p53 reactivator,Gal4-VP16 FLuc,RORg inh,uPA generation,MBNL1 CUG block,BRCA1 expr up,MLL CXXC-DNA inh,FLuc modulator,ELG1 genotoxic,Rab9 promoter act,NPC1 prom act
COc1ccc(-n2ncc3c(=O)n(CC(=O)N(C(C)C)C(C)C)cnc32)cc1,9%,5%,-26%,1%,?,-7%,29%,-1%,0%,-1%,-7%
CC(=O)Nc1ccc(/C=N/NC(=O)c2cc3cc(C)ccc3nc2C)cc1,12%,-7%,-8%,?,2%,72%,10%,6µM*,?,17%,11%
